# HT1080 cytotoxicity: cytotoxicity in HT1080 fibrosarcoma cells, cell-based, fluorescence readout (AID 620). actives 0.42% (n = 87,000). one-dose cytotoxicity, % at 10 µM; EC50 in µM for titrated hits. HT1080 viability, fluorescence; higher % means a stronger effect; in the data active = cytotoxicity above about 50%;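 note: cells exposed to compound overnight then 4 h with Alamar Blue; 0% = vehicle DMSO and 100% = killing control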
# * hit, by the source's call.
Molecule,HT1080 cytotoxicity
O=C(CSc1nnc(-c2ccccc2Cl)o1)Nc1ccc2c(c1)OCCO2,-2%
C=CCn1c(CSc2nc3ccccc3s2)nnc1SCC(=O)NCc1ccccc1,-23%
CC(NC(=O)N(Cc1ccccc1)Cc1ccc2c(c1)OCO2)(C(F)(F)F)C(F)(F)F,-10%
Cc1cc2sc(C(=O)O)c(C)c2s1,10%
CCOC(=O)c1ccc(-n2c(C)nc3c(cnn3-c3ccccc3Cl)c2=O)cc1,-4%
O=C(NN=C1CCCCCCC1)c1ccccn1,0%
Clc1ccc(-c2noc(CSc3nnc(-c4ccncc4)n3-c3ccccc3)n2)cc1,18%
CCC/C(=N/Nc1ccc(Cl)cc1)c1cnnc(-c2ccccc2)n1,-14%
COc1ccc(-c2c[n+]3c4n2CCCCC4=C(c2ccccc2)C3)cc1,-1%
N/C(COc1cccc(C(F)(F)F)c1)=N\NC(=O)c1cccnc1Oc1ccccc1,0%
COc1cc(NC(=O)c2ccc3c(c2)OCO3)ccc1NC(=O)c1ccco1,21%
O=C(Cc1ccccc1)N1CCN(C(=O)c2ccco2)CC1,-2%

# Later entries:
Molecule,HT1080 cytotoxicity
COc1ccc(NC(=O)CSc2nc(NS(=O)(=O)c3ccc(C)cc3)cc(=O)[nH]2)cc1,1%
CN(CC(=O)N1CCc2[nH]c3ccc(F)cc3c2C1)CC1OCCO1,-3%
Cc1onc(-c2c(Cl)cccc2Cl)c1C(=O)N1CCCc2ccccc21,6%
Cc1ccc(S(=O)(=O)NCC(=O)Nc2ccc(C(F)(F)F)cc2)cc1,-1%
Cc1ccc(-c2nn(CC(=O)NC(C)c3ccccc3)c(=O)c3ccccc23)cc1 (stereo unspecified),-6%
COc1cccc(-c2nn(C)c3sc(C(=O)NCc4ccc(C)cc4)cc23)c1,-13%
COc1ccc(C(=O)NCc2ccccn2)cc1,5%
COc1ccc(N(C(=O)c2cnccn2)C(C(=O)NC2CCCCC2)c2ccc(Cl)cc2)cc1 (stereo unspecified),6%
C=CCOc1ccc2nc(NC(=O)OC)[nH]c2c1,62%*
CCCc1oc(C(=O)O)cc1CN1CCCC1,9%
CC(=O)N1N=C(c2cccc(Cl)c2)OC1c1ccc(C(C)C)cc1 (stereo unspecified),-15%
Oc1c(Cl)cc(Cl)cc1/C=N/c1nccs1,13%

# Continued:
Molecule,HT1080 cytotoxicity
CCOC(=O)c1c(-c2cccs2)csc1NC(C)=O,9%
COc1ccc(C2CC(=O)C=C(NC3CCCC3)C2)cc1 (stereo unspecified),5%
CC(C)NC(=O)C(=O)NCCc1ccc(Cl)cc1,-25%
Cc1cc(C)c(C)c(C(=O)CSc2nnc(-c3ccc4[nH]c(C)c(C)c4c3)o2)c1C,-10%
Cn1c(CSCc2ccc(Cl)cc2)nnc1SCC(=O)Nc1nc2ccccc2s1,8%
O=C(O)CCc1ccc(-c2ccccc2)n1NC(=O)c1sc2ccccc2c1Cl,19%
NC(=O)C1CCN(C(=O)CSc2nc3ccccc3s2)CC1,-12%
COC(=O)Cc1cc(=O)n2[nH]c(SC)nc2n1,5%
CC(C)OCCCNC(=O)C1CCC(=O)N1C1CCCC1 (stereo unspecified),0%
COc1ccc(NC(=O)C2CCN(S(C)(=O)=O)CC2)cc1Cl,21%
CSc1ccccc1C(=O)NCc1ccc(S(N)(=O)=O)cc1,-14%
CCOC(=O)c1ccc(Oc2nc(NC)nc(Nc3ccccc3)n2)cc1,3%

# Other results follow:
Molecule,HT1080 cytotoxicity
CC1(C)CC(=O)C2=C(C1)N(Cc1ccc(F)cc1)C(=O)C2(NC(=O)c1cccnc1)C(F)(F)F (stereo unspecified),5%
Cc1c(NC2=NC(C)(C)Cc3ccccc32)c(=O)n(-c2ccccc2)n1C,-4%
CCOCCCNC(=O)c1ccc(CS(=O)(=O)Cc2ccccc2F)o1,2%
COc1ccc(CCNc2ccc(C)cc2)cc1,1%
COc1ccc(C(=S)N2CCCCCC2)cc1,-9%
O=c1c2c(-c3cccs3)csc2[nH]c(=S)n1-c1ccccc1,-6%
C=CCNc1oc(-c2cccs2)nc1C#N,8%
CCC(C)N1C(=O)CCC1C(=O)O (stereo unspecified),8%
COc1ccc(S(=O)(=O)N(C)c2ccc(C(N)=O)cc2)cc1,5%
CCOc1ccc(C(=O)COc2ccc(NC(C)=O)cc2)cc1,-14%
Cc1cc(N2C(=O)CCC2=O)ccc1NC(=O)c1cccs1,2%
CCOC(=O)c1c(NC(=S)Nc2ccccc2)sc(C)c1C,3%

# Some of these compounds in order of SMILES length, lowest first:
Molecule,HT1080 cytotoxicity
CCC(C)N1C(=O)CCC1C(=O)O (stereo unspecified),8%
COc1ccc(C(=S)N2CCCCCC2)cc1,-9%
CCOC(=O)c1c(NC(=S)Nc2ccccc2)sc(C)c1C,3%
CCOc1ccc(C(=O)COc2ccc(NC(C)=O)cc2)cc1,-14%
COc1ccc(S(=O)(=O)N(C)c2ccc(C(N)=O)cc2)cc1,5%

# Going on with the list.
SMILES,HT1080 cytotoxicity
Cc1ccc(-c2csc(NC(=O)CSc3nc(C)cs3)n2)cc1,-3%
O=C(O)c1ccccc1-c1ccccc1C(=O)NCCCO,-1%
CCC1(C)N=C(c2ccc3c(c2)OCO3)CC(c2ccccc2O)N1 (stereo unspecified),6%
CC(C)CN(CC(C)C)C(=O)Cc1coc2ccc3ccccc3c12,-2%
COc1ccc(S(=O)(=O)NCc2ccccn2)cc1,4%
CCN(CC)C(=O)COc1cc(C)cc2oc(=O)cc(-c3ccccc3)c12,-7%
Cc1nc(N2CCN(C(=O)c3ccco3)CC2)c2c3c(sc2n1)CCCC3,-2%
COC(=O)CNC(=O)C1(CC(C)C)C=CCN1C(=O)c1ccccc1 (stereo unspecified),-11%
COCCOC(=O)c1c(C)n(C)c2ccc(OC(=O)c3ccco3)cc12,-8%
CCOc1ccc(-n2c(N)c(C(=O)NCc3ccco3)c3nc4ccccc4nc32)cc1,5%
c1ccc2c(c1)OC(CCCN1CCCCC1)c1ccccc1S2 (stereo unspecified),-10%
N#Cc1cc2c(nc1SCC(N)=O)CCCCC2,-14%
CCCCn1c(SCC(=O)NCc2ccco2)nc2c1c(=O)n(C)c(=O)n2C,-4%
Cc1ccc(C(CC(=O)NCc2ccco2)c2ccc(OC(C)C)cc2)cc1 (stereo unspecified),-5%
Cc1cccc(N(CC(=O)Nc2ccc(F)cc2)S(C)(=O)=O)c1,7%

# The list goes on:
SMILES,HT1080 cytotoxicity
CCN(CC)c1ccc(C2C(C(C)=O)C(=O)CC(C)(O)C2C(C)=O)cc1 (stereo unspecified),22%
COc1ccc(CC(=O)N2CCC(Nc3nc4ccccc4n3Cc3ccc(F)cc3)CC2)cc1,-21%
O=C(O)C1C2C=CC(C2)C1C(=O)NCc1cccnc1 (stereo unspecified),0%
Cc1cc(=O)oc2c3c4c(cc12)OCCN4CCC3,-10%
O=C(Cc1ccc(-n2c(=O)[nH]c3ccccc3c2=O)cc1)N1CCN(c2cccc(Cl)c2)CC1,6%
CCOc1ccc(C(=O)c2nc3c(n2O)CCCCC3)cc1,1%
CC(C)C1C(C#N)=C(N)Oc2n[nH]c(-c3ccc4ccccc4c3)c21 (stereo unspecified),3%
O=C(NCc1ccco1)C12CC3CC(CC(C3)C1)C2,-12%
Cc1ccc(NC(=O)Cc2noc3ccccc23)cc1,4%
CCN1C(=O)S/C(=C/c2ccsc2)C1=O,-6%
CCCn1c(SCC(=O)c2ccc(OC)c(OC)c2)nc2c1c(=O)n(C)c(=O)n2C,-5%
CCCC1(c2ccccc2)NC(=O)N(CCN2C(=O)c3ccccc3C2=O)C1=O (stereo unspecified),-4%
Cc1sc(N)nc1-c1cccs1,5%
Cc1ccc(C)n1N1C(=O)/C(=C\c2ccc(Cl)cc2)SC1=S,-5%
Cc1ccc2nc(C)/c(=N\O)c(C)nc2c1,-14%

# As entered above:
# In HT1080 cytotoxicity, `Cc1ccc(NC(=O)Cc2noc3ccccc23)cc1` is listed with 4%
# In HT1080 cytotoxicity, `CC(C)C1C(C#N)=C(N)Oc2n[nH]c(-c3ccc4ccccc4c3)c21` (stereo unspecified) is listed with 3%

# (continued)
SMILES,HT1080 cytotoxicity
CC(=O)N1C2(C=CC1(C)C(=O)NCc1ccccn1)CCCCC2 (stereo unspecified),-9%
CCn1nnnc1SCC(=O)c1ccc2c(c1)OCCO2,-7%
COC(=O)[C@H](CCSC)NC(=O)NCCc1ccc(F)cc1,-7%
CCCCCCCCOC(=O)CCn1[nH]c(=O)c2ccccc2c1=O,-6%
CO/N=C(/CS(=O)c1ccc(Br)cc1)c1ccc(OC)cc1 (stereo unspecified),-5%
O=C(NC1(C(F)(F)F)C(=O)Nc2c1c(=O)[nH]c(=O)n2Cc1ccccc1)c1ccc(Cl)cc1 (stereo unspecified),16%
O=c1c2c(-c3ccc([N+](=O)[O-])cc3)csc2nc2n1CCC2,11%
O=C(Nc1nc(N2C(=O)c3ccccc3C2=O)n(-c2ccccc2)n1)c1ccc(F)cc1,-8%
CCOc1cc(CN2CCN(CCOCCO)CC2)ccc1OC,-6%
COc1cc2c(cc1OC)C(c1ccc(-c3ccc(Cl)c(Cl)c3)o1)=NCC2,2%
CCOC(=O)c1nn(-c2ccccc2C)c2nc(CC(C)C)c(C#N)c(=O)n12,0%
Cc1c(NS(=O)(=O)N2CCCCC2)c(=O)n(-c2ccccc2)n1C,2%
CCOC(=O)c1c(CN2CCOCC2)n(-c2ccccc2)c2cc(Br)c(O)c(CN(C)C)c12,0%
CC(C)NC1=C(Cl)C(=O)c2ccccc2C1=O,-58%
O=C(Nc1ccc(F)cc1)c1cccc(NC(=O)C2C3CC4OC(=O)C2C4C3)c1 (stereo unspecified),-8%

# (cont.)
SMILES,HT1080 cytotoxicity
CCCC(CCC)C(=O)Nc1c[nH]c(=O)[nH]c1=O,6%
O=c1c2ccccc2nc2n1C1(CCCCC1)Cc1ccccc1-2,-38%
COc1ccc(/C=N/n2c(N)c(S(=O)(=O)c3cccs3)c3nc4ccccc4nc32)cc1OC,-4%
CC1CCN(C(=O)c2cc3nc(C4CC4)cc(C(F)(F)F)n3n2)CC1,-5%
O=C(Nc1ccc2nc(-c3cccnc3)[nH]c2c1)C1CCCCC1,11%
COC(=O)N1[C@H](C)C=C[C@]1(Cc1ccccc1)C(=O)NCCCNc1ncc(C(F)(F)F)cc1Cl,-8%
CC(=O)c1cnc2c(-c3ccccc3)cnn2c1C,-2%
NC(=O)CC(c1ccccc1)c1ccco1 (stereo unspecified),-4%
COc1ccc2c(CC(=O)NCC3CCC(C(=O)O)CC3)cc(=O)oc2c1 (stereo unspecified),-1%
CC(=O)Nc1sc2c(c1CN1CCN(C)CC1)CCCC2,9%
CC(=O)SC(C[N+](=O)[O-])c1cn(C(C)=O)c2ccccc12 (stereo unspecified),40%
Cn1ncc(C#N)c1NC(=O)C1CC(c2ccc(Cl)cc2)=NO1 (stereo unspecified),-15%
COc1ccc(/C=N\NS(=O)(=O)c2ccc(Br)cc2)cc1COc1ccccc1[N+](=O)[O-],-4%
CC1(C)Cc2ccccc2-c2nnc(-c3ccco3)n21,-1%
CC(=O)c1cc2c(cc1NC(=O)CCNC(=O)c1ccccc1Cl)OCO2,1%

# Later entries
SMILES,HT1080 cytotoxicity
Cc1ccc(CNc2nc(N)c([N+](=O)[O-])c(Nc3cccc(F)c3)n2)cc1,33%
Cc1ccc(NC(=O)c2cc(-c3ccc(C)o3)nc3ccccc23)cc1,7%
CC(=C/C(=O)O)/C=C/c1ccc(Cl)o1,-2%
O=C(O)C1CC=CCC1C(=O)c1ccccc1 (stereo unspecified),1%
CC(C)C(=O)N(Cc1ccccc1)c1ccccn1,-1%
Cc1cc(C)cc(C(=O)O/N=C(\N)c2ccc(Br)cc2)c1,-1%
O=C(O)c1cn(-c2ccccc2)nc1-c1ccc(Cl)cc1,14%
CCOC(=O)Cn1c(C)cc(=O)c2ccccc21,-3%
CCCCCCNC(=O)CC(c1ccccc1)c1cc(Br)ccc1O (stereo unspecified),26%
CCc1ccc(OCc2nnc(SCC(=O)N3CCN(c4ccccc4)CC3)o2)cc1,2%
COC(=O)c1sccc1NC(=O)c1ccc(OC)c(OC)c1,-8%
COC(=O)c1ccc2c(c1)C(C)(C)C(/C=C/c1ccc(OC)c(OC)c1OC)=[N+]2C,65%*
COc1ccc(-c2nc(-c3cccs3)c(-c3cccs3)[nH]2)cc1OC,-3%
O=C(CSc1c2c(nc3ccc(Cl)cc13)CCCC2)NCc1ccco1,-10%
CSc1ccc(C(=S)N2CCN(Cc3ccccc3)CC2)cc1,-2%

# The results go on.
SMILES,HT1080 cytotoxicity
CC(=O)Nc1ccc(N2CCCCC2)c(C(=O)Nc2cccc(C)c2)c1,10%
CC1CCN(c2ccc(NC(=S)NC(=O)c3ccc(-c4cccc([N+](=O)[O-])c4)o3)cc2)CC1,-2%
O=Cc1ccc2oc3nc4n(c(=O)c3c(=O)c2c1)CCCS4,1%
O=C(CCN1C(=O)CSC1=O)Nc1ccc(Br)cc1,3%
CN(Cc1ccccc1)S(=O)(=O)c1ccc(S(=O)(=O)N(Cc2ccc(F)cc2)C2CCCC2)cc1,-9%
CCOc1ccc(C(=O)OCC(=O)Nc2cc(C)on2)cc1OCC,-8%
O=C(NNC(=S)Nc1cccc2ccccc12)c1cccc(Br)c1,-2%
Cc1ccc(C)c(N2CCN(C(c3ccc(N(C)C)cc3)c3nnnn3C(C)(C)C)CC2)c1 (stereo unspecified),-11%
CCc1ccc(N=CC2=C(O)CC(c3ccco3)CC2=O)cc1 (stereo unspecified),-5%
CCCOc1cc(C)c(S(=O)(=O)n2nnc3ccccc32)cc1C,-21%
N#C/C(=C/c1ccc(Sc2nc3ccccc3[nH]2)o1)c1cccc(F)c1,-7%
CC(C)Oc1ccc(N2C(=O)c3ccccc3C2=O)cc1,-2%
N#Cc1c(-c2ccccc2)[nH]c(=S)[nH]c1=O,13%
CCN(CC)CCCOc1ccc(C)cc1Br,-5%

# Two entries from above, field by field.
N#C/C(=C/c1ccc(Sc2nc3ccccc3[nH]2)o1)c1cccc(F)c1
- HT1080 cytotoxicity: -7%
CC(C)Oc1ccc(N2C(=O)c3ccccc3C2=O)cc1
- HT1080 cytotoxicity: -2%

# Source: PubChem

# A portion of the library; the hit share may differ from the screen's.
